Screens as filed in PubChem BioAssay.
PLC-gamma1 inh = PLC-gamma1 (human) inhibition, primary screen; purified PLC-gamma1, fluorogenic substrate, fluorescence; inhibition, % at 12.2 µM; actives 0.84% (n = 370,000); P19174; in the data active = inhibition above about 9.5%
DDE Tn7 FP inh = DD(E)-Tn7 binding inhibition, primary FP screen; P02675; AID 720508; FP displacement of FITC-Tn7 peptide from fibrin DD(E); 0% = median of compound wells per plate; actives 0.13% (n = 370,000); inhibition, % at 8.3 µM;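 active = inhibition above the mean of compounds falling within the control limits plus 3 SD of them, cut at about 14% in these data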;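 also: 0% = plate median of compound wells and 100% = 10 µM Aha-Tn7 peptide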
Target sequence (P02675 whole entry, looked up): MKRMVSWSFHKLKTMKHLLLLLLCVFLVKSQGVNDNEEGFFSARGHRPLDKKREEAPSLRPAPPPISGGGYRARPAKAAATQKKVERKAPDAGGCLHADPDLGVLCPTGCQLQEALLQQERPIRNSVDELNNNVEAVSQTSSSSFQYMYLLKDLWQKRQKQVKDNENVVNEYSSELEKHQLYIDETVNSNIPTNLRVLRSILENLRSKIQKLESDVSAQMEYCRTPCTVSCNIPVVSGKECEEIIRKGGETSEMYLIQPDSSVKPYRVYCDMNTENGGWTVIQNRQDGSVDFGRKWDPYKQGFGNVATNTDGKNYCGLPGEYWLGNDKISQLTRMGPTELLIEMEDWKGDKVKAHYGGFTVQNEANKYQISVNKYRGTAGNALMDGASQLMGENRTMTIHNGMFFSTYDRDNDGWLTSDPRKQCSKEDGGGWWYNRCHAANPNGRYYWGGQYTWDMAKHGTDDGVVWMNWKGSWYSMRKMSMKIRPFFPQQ
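Also added: labelled Tn7 tracer, 0.1 µM; Assay system: human fibrin DD(E) protein; Amount: 2 µM fibrin DD(E); Schedule: 10 min compound pre-incubation, 3 h probe incubation at room temperature; Repeats: one replicate per compound; Read-out basis: percent inhibition; Measured by: fluorescence polarization of the labelled Tn7 tracer.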
KLK7 zymogen act = activators of human kallikrein-7 zymogen | activation, % at 7 µM | actives 0.9% (n = 370,000) | purified proKLK7, EDANS-DABCYL substrate fluorescence; 100% is mature enzyme control, 0% vehicle | AID 652039;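 active = activation above the mean of all tested compounds plus 3 SD, computed per campaign excluding outliers beyond control limits, cut at about 13% in these data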
Tn6 DDE FP = inhibitors of Tn6 peptide binding to human fibrin DD(E); AID 720509; Fibrin DD(E) TRITC-Tn6 fluorescence polarization displacement; P02675; actives 0.21% (n = 370,000); inhibition, % at 8.3 µM;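 active = inhibition above a per-campaign cutoff: mean of compounds within control limits plus 3 SD, cut at about 15% in these data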;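 also: 0% = median of all compound wells on the plate and 100% = blocking peptide control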
ADAM10 inh = inhibits human ADAM10. inhibition, % at 7 µM. actives 0.62% (n = 370,000). recombinant ADAM10, EDANS/DABCYL FRET peptide cleavage, 3 h. O14672;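 active = inhibition above a per-campaign cutoff equal to the mean of compounds falling between control-based bounds plus 3 SD, cut at about 20% in these data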;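 also: 0% = DMSO wells while the 100% control is not disclosed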
ADAM17 inh = ADAM17 inhibition, QFRET primary screen; P78536; recombinant ADAM17, EDANS/DABCYL FRET peptide cleavage; inhibition, % at 6.95 µM; actives 0.83% (n = 370,000);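 active = inhibition above the mean of compounds lying between control limits plus 3 SD, set per campaign, cut at about 8.5% in these data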;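 also: 0% = DMSO-only wells as the low control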
TDP2 absorb = TDP2 (human) inhibition, absorbance primary screen. O95551. AID 720702. inhibition, % at 12.8 µM. recombinant TDP2, T5PNP hydrolysis, p-nitrophenol absorbance 415 nm. actives 0.34% (n = 370,000);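 active = inhibition above the mean of all tested compounds plus 3 SD, set per campaign, cut at about 25% in these data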;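 also: 0% = DMSO with enzyme and 100% = buffer with substrate but no TDP2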
Target sequence (O95551 whole entry, looked up): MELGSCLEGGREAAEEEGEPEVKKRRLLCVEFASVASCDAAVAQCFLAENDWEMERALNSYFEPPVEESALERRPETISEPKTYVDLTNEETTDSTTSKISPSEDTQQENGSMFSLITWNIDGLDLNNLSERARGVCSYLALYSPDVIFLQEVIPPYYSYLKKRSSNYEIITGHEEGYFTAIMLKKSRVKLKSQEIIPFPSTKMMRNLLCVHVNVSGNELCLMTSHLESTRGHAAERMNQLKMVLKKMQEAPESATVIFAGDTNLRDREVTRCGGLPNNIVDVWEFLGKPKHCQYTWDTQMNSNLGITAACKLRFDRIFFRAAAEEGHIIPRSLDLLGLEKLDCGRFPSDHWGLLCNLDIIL
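Test system: Human TDP2 enzyme | Reagent: 5 mM T5PNP | Compound dosing: 12.8 µM single point, 1% DMSO | Incubation: Enzyme reaction with compound for 2 h at 37 °C | Technique: p-Nitrophenol epi absorbance | Read-out: % inhibition relative to enzyme-containing and enzyme-free wells | Benchmarks: High control without enzyme, low control DMSO plus TDP2 | Replicates: Singlicate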
ARFGAP1 inh = inhibitors of rat ARFGAP1; Arfgap1-stimulated ARF1 GTP hydrolysis, GDP FP detection; inhibition, % at 16.5 µM; actives 0.26% (n = 360,000); Q62848; AID 651572;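 active = inhibition above a per-plate limit, mean inhibition of low control wells plus 3 SD, cut at about 25% in these data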;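 also: 0% = DMSO wells with enzyme and 100% = wells lacking Arfgap1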
Target sequence (Q62848 1-136 limits assumed): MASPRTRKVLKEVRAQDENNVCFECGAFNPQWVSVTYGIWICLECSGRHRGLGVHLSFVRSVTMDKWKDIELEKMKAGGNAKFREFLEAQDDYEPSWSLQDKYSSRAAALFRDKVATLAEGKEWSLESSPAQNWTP
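Repeats: one replicate per compound; assay system: rat Arfgap1 catalytic domain, aa 1-136; times: enzyme reaction 120 min at 25 °C after 20 min preincubation; detection: FP of antibody-bound GDP Alexa 633 tracer, ex 620/em 688 nm; benchmarks: high control wells lacking Arfgap1, low control full reaction with DMSO; reagent: human ARF1(Δ1-17)-GTP substrate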
LEDGF integ inh = blocks HIV-1 LEDGF/p75-dependent DNA integration. TR-FRET IN-LEDGF/p75 DNA integration, Eu/Cy5. inhibition, % at 3.7 µM. actives 0.64% (n = 370,000);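 active = inhibition above the screen-wide mean plus 3 SD, cut at about 13% in these data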;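 also: signal is the Cy5 over europium emission ratio at 671 and 618 nm; 0% = plate median of compound wells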
ASAP1 inh = ASAP1 ArfGAP inhibition; Q9ULH1; inhibition, % at 16.5 µM; actives 0.19% (n = 360,000); ASAP1-stimulated ARF1 GTP hydrolysis, GDP FP detection; in the data active = inhibition above about 25%;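 also: 0% = vehicle with enzyme and substrate and 100% = no enzyme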
An asterisk follows results filed as active; . = not tested or not shown.

SMILES | PLC-gamma1 inh | DDE Tn7 FP inh | KLK7 zymogen act | Tn6 DDE FP | ADAM10 inh | ADAM17 inh | TDP2 absorb | ARFGAP1 inh | LEDGF integ inh | ASAP1 inh
Cc1cc(OC(=O)c2ccccc2C(F)(F)F)c([N+](=O)[O-])c(=O)[nH]1 | 0 | 1 | -0.2 | 9 | -2 | -3 | -4 | 13 | -1 | -3
CCOc1ccc(C(=O)NC2CCCCCCC2)cc1 | 2 | 3 | 0.4 | 0 | -2 | -1 | 14 | 3 | -1 | -4
CC(=O)N1c2ccc(S(=O)(=O)NCc3ccco3)cc2CC1C (stereo not drawn) | -3 | 2 | -0.1 | 1 | 4 | 0 | -8 | 7 | -2 | -23
Cc1cccc(NC(=O)Cn2cnc3sc(C)c(S(=O)(=O)N4CCC(C)CC4)c3c2=O)n1 | -1 | 5 | 0.4 | 11 | 1 | -6 | 3 | 1 | 2 | -16
CCOC(=O)C1=CCN(S(=O)(=O)c2ccc(F)cc2)C1c1ccc(F)cc1 (stereo not drawn) | 2 | -4 | 0.7 | 2 | -2 | 6 | -14 | 11 | 0 | -5
O=C(C1CCCN1S(=O)(=O)c1cccc2ccccc12)N1CCN(c2ccccc2)CC1 (stereo not drawn) | -1 | -3 | 0.0 | 6 | 0 | 1 | 5 | . | 0 | .
CCN(CC)C(=O)C1CCCN(c2ccc([N+](=O)[O-])cc2/C=N/NC(=O)c2ccc([N+](=O)[O-])cc2)C1 (stereo not drawn) | 1 | 3 | -0.2 | 11 | -18 | -1 | 4 | 11 | 1 | -5
C=CCNC(=O)COc1ccc(S(=O)(=O)N2CCCC2)cc1 | 4 | -1 | -0.1 | 0 | -2 | -4 | -3 | 6 | -1 | 3
Cc1ccc(C)c(NC(=O)C2CCCN(c3cnccn3)C2)c1 (stereo not drawn) | -4 | 1 | 0.2 | 5 | -10 | -5 | 16 | 14 | 2 | 2
O=[N+]([O-])c1ccc2nc(-c3ccc(Cl)cc3)[nH]c2c1 | -151 | 0 | 0.1 | -6 | -85 | -22 | 9 | 1 | 0 | 2
Cc1noc(C)c1C(=O)NC(C)C1CCCO1 (stereo not drawn) | -3 | 1 | 0.0 | 2 | 1 | -8 | 13 | 13 | -2 | 10
COc1cccc(NC(=O)NNC(=O)CCc2ccc(O)c(O)c2)c1 | -9 | 3 | 19* | -3 | -33 | -20 | -4 | 2 | -1 | 0
COc1ccc(N2CCN(C(c3ccc4ncccc4c3)c3nnnn3C(C)(C)C)CC2)cc1 (stereo not drawn) | 1 | -8 | 1.4 | 0 | 4 | -2 | 10 | -1 | 4 | -5
COc1ccc(/C=C(\C#N)C(=O)NCC2CCCO2)cc1OC (stereo not drawn) | -10 | 3 | 0.5 | 1 | -24 | -9 | -7 | -2 | -3 | 22
O=C(CSc1nc(-c2cccs2)cc(C(F)(F)F)n1)Nc1cc(OCC(F)(F)C(F)F)cc([N+](=O)[O-])c1 | 3 | 4 | -0.1 | -2 | -4 | -3 | 6 | 0 | 1 | 2
O=S(=O)(NCCc1ccccc1)c1ccc(-n2cnnn2)cc1 | -2 | -1 | 0.1 | -3 | -6 | 0 | -1 | 0 | -2 | 0
CC(C)(C)c1ccc(-c2nnc3sc(COc4ccccc4)nn23)cc1 | -1 | 6 | 0.2 | 5 | 1 | 0 | 1 | . | -1 | .
COc1ccc(NC(=O)COC(=O)C2CC(=O)N(c3ccc(OC(C)C)cc3)C2)cc1 (stereo not drawn) | 3 | -3 | 0.3 | -3 | 12 | 0 | 2 | 2 | 1 | 12
CSc1ccccc1C(=O)C1CCCN(C(=O)c2cncs2)C1 (stereo not drawn) | -5 | -1 | 0.6 | 5 | -3 | -1 | 4 | -2 | 2 | 4
CCOC(=O)c1nnn(CC(=O)Nc2cccc(OC)c2)c1C(=O)OCC | -1 | 0 | -0.4 | 4 | 1 | -3 | 0 | 4 | 0 | -5
CCOc1cc(CNCc2ccccc2)ccc1OCC(=O)NC1CCCCC1 | 0 | 6 | -0.6 | 0 | -6 | -2 | -2 | 0 | -1 | 6
O=C(Nc1nnc(S(=O)(=O)N2CCCCCC2)s1)c1ccc(Cl)cc1 | 1 | -7 | -0.3 | 0 | 3 | 0 | -7 | -2 | 4 | -5
Cc1cc(/C=C2\SC(=Nc3ccc(F)cc3)NC2=O)c(C)n1-c1ccc(S(N)(=O)=O)cc1 | -78 | -5 | -0.7 | -4 | 6 | 2 | -3 | 16 | -2 | 19
COc1cc(CNc2ccccc2Oc2cc(=O)n(C)c(=O)n2C)cc(OC)c1OC | 1 | -3 | 0.3 | -3 | 3 | -3 | 7 | 11 | -5 | -3
Nc1cc(=O)nc2cn[nH]n12 | -1 | -1 | -0.2 | -6 | -15 | -4 | 5 | 3 | -1 | -8

Ordered by value in DDE Tn7 FP inh (lowest first): some entries from above.
SMILES	DDE Tn7 FP inh
Nc1cc(=O)nc2cn[nH]n12	-1
CCOC(=O)c1nnn(CC(=O)Nc2cccc(OC)c2)c1C(=O)OCC	0
Cc1cccc(NC(=O)Cn2cnc3sc(C)c(S(=O)(=O)N4CCC(C)CC4)c3c2=O)n1	5

Profiles, looked up by structure. Values in the order: PLC-gamma1 inh	DDE Tn7 FP inh	KLK7 zymogen act	Tn6 DDE FP	ADAM10 inh	ADAM17 inh	TDP2 absorb	ARFGAP1 inh	LEDGF integ inh	ASAP1 inh
Shown for COc1ccc(NC(=O)COC(=O)C2CC(=O)N(c3ccc(OC(C)C)cc3)C2)cc1 (stereo not drawn) = 3	-3	0.3	-3	12	0	2	2	1	12
Shown for C=CCNC(=O)COc1ccc(S(=O)(=O)N2CCCC2)cc1 = 4	-1	-0.1	0	-2	-4	-3	6	-1	3

New compounds follow
SMILES | PLC-gamma1 inh | DDE Tn7 FP inh | KLK7 zymogen act | Tn6 DDE FP | ADAM10 inh | ADAM17 inh | TDP2 absorb | ARFGAP1 inh | LEDGF integ inh | ASAP1 inh
CC(=O)N1c2ccc(S(=O)(=O)N3CCC(C(=O)Nc4ccc(C)cn4)CC3)cc2CC1C (stereo not drawn) | 1 | 0 | 0.6 | 0 | 6 | -2 | 11 | 7 | 3 | 4
CCOC(=O)CCCCCC(=O)Nc1ccc2c(c1)C(=O)N([C@H](C)CO)C[C@@H](C)[C@H](CN(C)S(=O)(=O)c1cn(C)cn1)O2 | 3 | -6 | 0.0 | -1 | 4 | 0 | 2 | 11 | -1 | 4
O=C(Nc1ccc(N2CCN(c3ncccc3C(F)(F)F)CC2)nc1)c1cccs1 | -3 | -6 | 0.5 | -10 | 10 | 4 | -7 | -4 | 2 | 13
CCc1ccc(C2CC(c3ccco3)=NN2S(C)(=O)=O)cc1 (stereo not drawn) | 1 | -1 | 0.4 | 2 | 6 | 1 | -6 | 0 | -4 | 5
CN(CC(=O)Nc1ccc(F)cc1)CC(=O)N1CCCCC1 | 0 | -1 | -0.2 | -4 | -6 | 1 | 1 | 6 | 1 | -1
COc1ccccc1CNC(=O)c1ccc2nc(N3CCOCC3)sc2c1 | 0 | 8 | -0.3 | 3 | -16 | -3 | -7 | 10 | -3 | 1
COC[C@@H]1CCCN1c1ccc2c(c1)O[C@@H]1CCN(C1)S2(=O)=O | -4 | 4 | 0.7 | -3 | -6 | -4 | -4 | . | 1 | .
CC(=O)O[C@H]1[C@@H](O)[C@H](O)[C@H](Oc2c(O)c(C)c3c4c2[C@@H](C)CC[C@@H]4[C@@H](C)C[C@H]3C=C(C)C)O[C@H]1C | 1 | 0 | -0.2 | 6 | 4 | 4 | -10 | -3 | 0 | 7
Cc1ccc(C=NCc2ccncc2)c(O)c1 | -2 | -4 | -0.7 | -7 | -2 | -3 | 3 | 13 | -2 | -7
CC1CCCC(NC(=O)COC(=O)c2ccccc2NC(=O)c2ccco2)C1C (stereo not drawn) | -1 | 4 | 0.3 | 4 | -4 | -5 | -6 | -1 | -2 | 0
CN(C)S(=O)(=O)N1CCN(C(=O)N2CCOCC2)CC1 | -1 | 13 | 0.0 | -4 | 4 | -3 | 7 | 20 | 1 | -5
CC(=O)Nc1ccc(S(=O)(=O)N2CCN(S(=O)(=O)N3CCCCC3)CC2)cc1 | 4 | -2 | 0.1 | 4 | -1 | 4 | -11 | -11 | 8 | 2
Cc1cc2c(Nc3cccc(O)c3)ncnc2s1 | -2 | 3 | 0.1 | -4 | -6 | -3 | 2 | -1 | -1 | 7
O=C(Nc1ccccc1)Nc1nccs1 | 6 | -9 | -0.3 | -1 | 6 | 2 | -6 | -5 | -1 | 4
CN1/C(=C\C(=O)c2cccs2)Sc2ccccc21 | -72 | 0 | 0.2 | -2 | -2 | -1 | -26 | 4 | -2 | 12
COc1ccc(C(=O)N/C(=C/c2ccccc2F)C(=O)NCCN2CCOCC2)cc1OC | -4 | 1 | 0.6 | 3 | 0 | 0 | 6 | -4 | 3 | 9
NC(=O)CSc1n[nH]c(-c2ccco2)n1 | 2 | 6 | 0.0 | -2 | 3 | -5 | -12 | 3 | -3 | -7
O=C(O)CCC(=O)Nc1ccc(Br)cc1C(=O)c1ccccc1Cl | -3 | 0 | 0.1 | -8 | 0 | -5 | -7 | 9 | -7 | 1
O=C1CNC(=O)N1CC(=O)N1CCCc2ccccc21 | 2 | 0 | 0.2 | -2 | -2 | -2 | 0 | -5 | -1 | 8
Cc1ccc(S(=O)(=O)Nc2ccc(C(=O)Nc3cc(C)on3)cc2)cc1 | -2 | -3 | 0.0 | 5 | -7 | -6 | 0 | 12 | -1 | 8
O=C(Cc1ccc(Cl)cc1)Nc1ccc(S(=O)(=O)Nc2cnc3ccccc3n2)cc1 | -48 | 1 | 0.9 | -2 | -52 | -19 | -2 | 11 | -2 | 4
COc1ccccc1CNc1nc(Nc2ccc(C)cc2C)c2sccc2n1 | -7 | -9 | -2.7 | 8 | -2 | 0 | 2 | -2 | 1 | 14
CC1CC(C)CN(C(=O)CSc2n[nH]c(N)n2)C1 (stereo not drawn) | 1 | 0 | 0.3 | 4 | -9 | 0 | 2 | -12 | -1 | 12
CC(Oc1ccc(Cl)cc1C(N)=O)C(=O)N1CCc2ccccc21 (stereo not drawn) | 0 | 1 | 0.4 | 2 | -2 | -2 | 7 | 4 | 3 | 8
c1ccc(CC2CCN(c3ncnc4sccc34)CC2)cc1 | -1 | 12 | 0.5 | -3 | 8 | 5 | -4 | 16 | 7 | -4
COc1cc(OC)c(OC)cc1CNC(=O)c1cccc(S(=O)(=O)N2CCc3ccccc3C2)c1 | 2 | -3 | -0.1 | 2 | -1 | -6 | 7 | -2 | 1 | 3
CCCNC(=O)Cn1c(=O)n(C)c2ccccc21 | 1 | 10 | 0.5 | -5 | -9 | -1 | 0 | 0 | 1 | -1
